Compound activity as filed in PubChem.
GoLoco inh red = blocks human Gai1 binding to RGS12 GoLoco peptide, red readout | P63096 | Gai1:RGS12 GoLoco peptide FP, rhodamine, 10 min | Potency, µM (series often up to 61.6 µM), inactives show top-dose activity, negative = inhibition, actives largely listed as inhibitors | 0.44% of 230,000 active; active = well fitted inhibition curve with a large enough effect, not every such curve was filed as active; inactive = no such curve, though single readings can be large or run the other way; note: % is set by controls: 0 for no effect and ±100 for the full control effect; nearly all actives have a fitted effect of over 30% in size; many of its hits are not listed in these tables
NPSR antagonist = neuropeptide S receptor (human) antagonism, cAMP; Q6W5P4; CHO-NPSR cells, cAMP TR-FRET, antagonist mode; Potency, µM (doses to about 38.3 µM), for inactives: at the highest dose activity change, negative = inhibition, usual class: inhibitors; 1% of 220,000 active; note: % is set by controls: 0 for no effect and ±100 for the full control effect; nearly all actives have a fitted effect of over 50% in size; many of its hits are not listed in these tables
KDM4E inh = blocks human JMJD2E demethylase activity | JMJD2E catalytic domain, FDH-coupled NADH fluorescence (FDH is formaldehyde dehydrogenase) | Potency, µM (highest dose often 57.1 µM), without a hit: at the highest dose activity change, negative = inhibition, hits mostly inhibitors | 1.6% of 230,000 active | AID 2147; active = well fitted inhibition curve with a large enough effect, not every such curve was filed as active; inconclusive = small, poorly fitted or top-dose-only effect, or another doubt; inactive = no such curve, though single readings can be large or run the other way;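 note: 0% = wells with enzyme and -100% = buffer wells without enzyme; nearly all actives have a fitted effect of over 50% in size; many of its hits are not listed in these tables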
Target sequence (B2RXH2 1-337 limits assumed): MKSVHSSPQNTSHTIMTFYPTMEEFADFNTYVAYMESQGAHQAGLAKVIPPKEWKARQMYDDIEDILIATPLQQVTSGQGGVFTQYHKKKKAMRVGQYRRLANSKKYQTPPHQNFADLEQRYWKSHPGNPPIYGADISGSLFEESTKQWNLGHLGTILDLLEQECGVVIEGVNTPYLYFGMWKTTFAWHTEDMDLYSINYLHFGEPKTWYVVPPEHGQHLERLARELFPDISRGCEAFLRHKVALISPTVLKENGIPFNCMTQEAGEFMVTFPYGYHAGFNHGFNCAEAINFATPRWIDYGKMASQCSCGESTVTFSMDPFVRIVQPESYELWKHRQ
RECQ1 inh = RECQ1 (human) helicase inhibition | P46063 | RECQ1 DNA unwinding, red fluorescence kinetic read | Potency, µM (highest dose often 57.3 µM), inactives show at the highest dose activity, negative = inhibition, most hits filed as inhibitors | 0.54% of 240,000 active;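 note: plate controls were vehicle for no effect and no enzyme for full effect; nearly all actives have a fitted effect of over 30% in size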
Target sequence (P46063 whole entry, looked up): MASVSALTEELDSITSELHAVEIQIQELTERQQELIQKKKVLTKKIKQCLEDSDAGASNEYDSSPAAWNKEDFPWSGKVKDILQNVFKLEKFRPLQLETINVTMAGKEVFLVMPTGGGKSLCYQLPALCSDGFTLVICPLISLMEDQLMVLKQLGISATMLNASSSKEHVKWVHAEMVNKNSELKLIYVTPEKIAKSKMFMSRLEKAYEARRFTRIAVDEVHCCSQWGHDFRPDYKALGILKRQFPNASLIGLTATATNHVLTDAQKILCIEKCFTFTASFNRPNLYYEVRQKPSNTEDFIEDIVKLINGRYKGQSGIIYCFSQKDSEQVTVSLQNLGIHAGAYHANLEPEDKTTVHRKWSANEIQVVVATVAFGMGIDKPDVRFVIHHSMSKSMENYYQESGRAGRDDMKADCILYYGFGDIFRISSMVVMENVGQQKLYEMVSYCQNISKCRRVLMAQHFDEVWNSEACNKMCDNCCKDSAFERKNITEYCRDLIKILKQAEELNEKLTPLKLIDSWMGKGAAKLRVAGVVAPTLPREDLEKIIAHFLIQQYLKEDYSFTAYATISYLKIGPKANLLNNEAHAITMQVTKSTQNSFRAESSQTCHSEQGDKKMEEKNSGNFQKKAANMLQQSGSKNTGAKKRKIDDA
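RECQ1T1 50 nM; forked duplex (20 bp + 30-nt ss tails) 200 nM, ATP 2 mM final; pH 8.0, 2 mM MgCl2, 2.5 ug/ml poly(dI-dC); 15 min compound preincubation; discontinuous kinetic read over 2 h at RT.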
KinaseGlo FLuc = Kinase-Glo luciferase inhibition (counter-screen); Q27757; Kinase-Glo luciferase, ATP luminescence, 8 min; Potency, µM (top dose mostly 38.3 µM), for inactives: at the top dose activity change, negative = inhibition, actives largely listed as inhibitors; 0.28% of 200,000 active; AID 1379; note: % is set by controls: 0 for no effect and ±100 for the full control effect; nearly all actives have a fitted effect of over 60% in size
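Recombinant Kinase-Glo luciferase, 10 uM ATP (linear range), luciferin; imidazole pH 7.2 / KCl / MgCl2 / Tween / BSA buffer; 8 min RT; luminescence.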
IMPase Li cell = membrane-permeable IMPase blocker, potentiated with lithium | CHO-M1 cells, IP1 TR-FRET (IP-One), carbachol + lithium | Potency, µM (series often up to 59.4 µM), inactives show top-dose activity, negative = IMPase inhibition, hits mostly inhibitors | 0.35% of 210,000 active | AID 1457;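 note: IP1 builds up when IMPase is blocked and the TR-FRET signal falls; plate controls were basal vehicle for no effect and high inhibitor control for full effect; nearly all actives have a fitted effect of over 50% in size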
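Readout is a homogeneous TR-FRET IP1 immunoassay (Ex 320, Em 665 and 620), where raised cytosolic IP1 lowers signal. Cells were CHO-M1 treated 30 min at 37C with test compounds plus a little lithium; AC50 values came from Hill-equation fitting.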
SMN2 splice enh = SMN2 splice variant enhancement; Potency, µM (doses to about 46.1 µM), without a hit: at the highest dose activity change, positive = activation, actives largely listed as activators; HEK293 SMN2-luciferase splicing reporter, luminescence, 30-36 h; 2.8% of 210,000 active; note: % of control where 0% means no effect; nearly all actives have a fitted effect of over 55% in size
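HEK293 cells carry an SMN2 minigene-luciferase reporter in which exon 7 inclusion puts luciferase in frame. Cells were seeded at 2000 cells/well, attached for 10-12 hours, then exposed to compounds for 30-36 hours at 37C before ONE-Glo luminescence.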
Epigenetic reg = derepresses silenced GFP reporter in murine cells; 0.2% of 280,000 active; murine LDR cells, GFP reporter derepression, 30 h; AID 1865; Potency, µM (titrated, usually from 53.9 µM), for the others: at the highest dose GFP activation, most hits filed as activators; note: % of control where 0% means no effect; nearly all actives have a fitted effect of over 60% in size
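GFP-positive cell count by laser-scanning cytometry (objects 20–120 um) after 30 h, 37 C compound exposure of murine LDR cells; reporter is CMV-GFP integrated at a silenced locus, inducible by HDAC or DNMT inhibitors.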
* marks the source's active call; other numbers are inactive results; i = inactive; ? = inconclusive; . = not tested or not shown; [ ] = dose if it differs, or a comment. Unless noted, calls come from the whole dose curve; as a rule, active = well fitted curve in the direction sought with a large enough effect; inconclusive = small, poorly fitted or top-dose-only effect, or another doubt; inactive = no such curve, though single readings can be large; an effect the other way counts as inactive or inconclusive. Potency is the fitted concentration of half-maximal effect. A portion of the library (hit frequency here may not be typical).

SMILES	GoLoco inh red	NPSR antagonist	KDM4E inh	RECQ1 inh	KinaseGlo FLuc	IMPase Li cell	SMN2 splice enh	Epigenetic reg
Cc1ccc(NC(=S)N2CCC(c3ccccc3)C2)c(Cl)c1 (stereo not given)	-8.0%	-14.2%	4.1%	-8.6%	-0.7%	5.6%	11.2µM*	-3.6%
Cc1c(Cl)c([N+](=O)[O-])nn1CC(=O)NCC1CCCO1 (stereo not given)	3.3%	-19.2%	15.2%	i	0.0%	-1.8%	.	0.0%
COCCSc1nnc(NC(=O)COC)s1	-5.2%	7.0%[46.1 µM]	-1.5%	1.2%	-2.2%	21.1%[38.3 µM]	29.4%	0.0%
c1ccc(CSc2nnc(-c3ccco3)n2Cc2ccco2)cc1	-13.7%	-23.0%[46.1 µM]	-1.3%	i	-1.2%	-1.3%[38.3 µM]	-6.1%	-1.4%
Nc1c2c(nc3ccc(Br)cc13)N(c1ccccc1)CC2	-5.8%	-17.2%[46.1 µM]	?	i	-3.1%	36.3%[activator][38.3 µM]	15.6%	0.0%
COc1ccc2ncc(S(=O)(=O)c3ccccc3)c(N3CCC4(CC3)OCCO4)c2c1	3.6%	-14.5%	-3.4%	-2.4%	4.2%	14.8%	12.5%	-1.0%
CC(NC(=O)Cn1nc(C(=O)O)c2ccccc2c1=O)c1ccccc1 (stereo not given)	-12.8%	-9.1%[46.1 µM]	-7.5%	-1.2%	-0.6%	-2.8%	11.3%	-2.0%
CC1CC(CC(C)C(=O)NC(=S)Nc2ccc(S(N)(=O)=O)cc2)C(=O)O1 (stereo not given)	2.0%	16.8%	6.2%	1.5%	1.4%	-7.7%	-15.2%	-0.2%
O=S(=O)(c1ccccc1Cl)N1CCCC1c1nc(-c2ccccc2Cl)no1 (stereo not given)	-8.6%	-24.7%[46.1 µM]	3.3%	-17.8%	-2.8%	9.2%[38.3 µM]	.	-2.2%
C=CCNC(=S)NNC(=O)Cn1c(-c2ccccc2)cc(=O)n2ncnc12	3.8%	12.6%	-0.1%	9.0%	.	.	.	-1.1%
O=C(CN1CCN(Cc2ccc(Cl)cc2)CC1)N/N=C/c1c[nH]c2ccccc12	-0.6%	-13.3%	-4.2%	i	-1.2%	5.4%	4.6%	3.4%
Cc1ccc(N2C(=O)[C@@H]3C(C(=O)C(c4ccccc4)c4ccccc4)=NN[C@@H]3C2=O)cc1	2.9%	-36.2%	-18.6%	?	-0.7%	-9.3%	-4.1%	1.0%
CC(c1nccs1)N(C)c1nc2nonc2nc1N(C)C (stereo not given)	-0.9%	10.3%	?	-2.9%	-4.2%	9.2%	0.0%	3.8%
Clc1cccc2c1Sc1ccccc1CC2N1CCNCC1 (stereo not given)	8.4%	?	4.5%	1.4%	-4.1%	19.7%	-118.8%[inhibitor]	2.6%
O=C(O)Cc1sc(NCc2ccco2)nc1-c1ccccc1	-3.1%	4.4%	-26.4%	-21.8%	.	.	.	1.0%
O=C(O)C1CC=C(Cl)CC1C(=O)NCC1OCCc2ccccc21 (stereo not given)	-0.5%	-1.2%[46.1 µM]	5.2%	i	1.8%	9.4%[38.3 µM]	?	1.1%
CC(=O)/C(=N/Nc1ccc([N+](=O)[O-])cc1)N1CCCc2ccccc21	-5.1%	-51.3%	-2.9%	-11.7%	.	.	.	1.4%
Cc1cc(S(=O)(=O)N2CCOCC2)ccc1F	-9.1%	-10.7%[46.1 µM]	-2.2%	-2.3%	4.8%	21.4%[38.3 µM]	?	0.0%
CC(C)COC(=O)N1CCCC1C(=O)O (stereo not given)	9.7%	11.7%	-0.6%	i	-0.6%	0.3%	11.0%	-1.0%
FC(F)(F)c1nc(N2CCCC2)ncc1-c1nnnn1-c1ccc(Cl)cc1	1.6%	?	?	-1.5%	1.8%	4.3%[38.3 µM]	-47.0%[inhibitor]	0.8%
CCCNC(=O)Cn1cnc2sc(C(=O)Nc3ccc4c(c3)OCO4)c(C)c2c1=O	0.0%	-7.3%[46.1 µM]	-6.4%	-1.0%	-6.3%	-10.2%[38.3 µM]	?	-1.3%
Cc1cc(C)nc(SCC(=O)c2cc3ccccc3oc2=O)n1	-2.3%	-7.2%[46.1 µM]	15.9%	-3.5%	-0.2%	17.1%[38.3 µM]	-9.2%	-0.2%
CC(=O)c1c(C)[nH]c(C(=O)CSc2nnc(CN3CCCCCC3=O)n2-c2ccccn2)c1C	5.9%	2.1%[46.1 µM]	-5.3%	-4.5%	0.0%	11.0%[38.3 µM]	3.6%	1.2%
S=c1[nH]nc(-c2ccc3ccccc3n2)n1-c1ccc(Cl)cc1	0.6%	-34.2%	-4.0%	-6.1%	0.1%	-6.1%	2.3%	-1.0%
CC(Oc1cc(F)ccc1[N+](=O)[O-])C(=O)N(C)CC(=O)Nc1ccccc1C(F)(F)F (stereo not given)	-12.0%	12.8%	7.1%	-12.3%	1.7%	-1.2%	14.6%	1.4%
CCOC(=O)c1oc2ccccc2c1CN1CCN(C(=O)c2ccccc2)CC1	-6.9%	-11.5%	8.5%	-1.8%	-2.6%	10.3%	8.3%	-1.0%
O=C(CSc1nc2ncccc2[nH]1)Nc1ccc2c(c1)OCO2	5.1%	9.3%	1.8%	8.3%	.	.	.	-2.1%
COCCn1c(Sc2ccccc2)nc2c1c(=O)[nH]c(=O)n2C	5.7%	?	2.3%	-10.4%	11.3%	2.7%[38.3 µM]	-14.8%	-0.9%
CCCCNC(=O)Nc1nc(SCC(=O)OCC)n[nH]1	-25.2%	-12.9%	8.4%	i	.	7.9%	.	-1.2%
CC#CCC(CC#CC)c1nc2ccccc2c(=O)n1N	13.0%	1.9%	-6.0%	-2.8%	-2.6%	3.8%	5.7%	-1.3%
COC(=O)c1c(-c2ccccc2)csc1N	9.2%	-23.4%[46.1 µM]	-2.3%	i	7.3%	-12.3%[38.3 µM]	-20.5%	-0.7%
CC1CCc2c(sc3c2C2=NS(=O)(=O)CCN2C=N3)C1 (stereo not given)	9.1%	?	-22.6%	-0.7%	-1.5%	22.2%[38.3 µM]	-5.4%	0.0%
C=C(C)C(=O)Nc1cccc(C2=NOC3(C2)C[C@@H](C(N)=O)N(C(=O)c2ccc(OC)cc2)C3)c1 (stereo not given in full)	2.7%	16.8%	-5.5%	7.94µM*	.	.	.	-1.1%
Cc1nnsc1C(=O)Nc1cccc(Cl)c1	-7.0%	23.6%	-3.0%	i	-1.9%	-10.9%	-6.0%	-3.9%
C=CCn1cccc(C(=O)Nc2ccc(OC)cc2OC)c1=O	1.0%	6.5%	-2.3%	i	-1.3%	5.3%	-3.0%	-1.4%
C=C(C(=O)OC)C(NC(=O)OC)c1ccccc1 (stereo not given)	-9.4%	.	6.2%	i	1.9%	4.7%	-3.2%	-0.3%
O=C(Nc1ccccc1F)C1CCCN(S(=O)(=O)c2cccc3cccnc23)C1 (stereo not given)	7.5%	-13.3%[46.1 µM]	4.2%	-2.6%	4.7%	10.2%[38.3 µM]	-1.8%	-1.9%
O=C(CSC(=S)N1CCCCC1)N1N=CCC1c1ccccc1 (stereo not given)	5.0%	-9.7%[46.1 µM]	6.7%	i	-4.1%	7.4%[38.3 µM]	-3.6%	0.2%
OC[C@@H]1[C@@H](c2ccc(F)cc2)C(c2ccc(F)cc2)=NN1c1ccccc1	11.3%[88.7 µM]	.	.	-13.2%[81.1 µM]	4.7%[39.9 µM]	-0.5%	.	-0.1%
CCOC(=O)C1=C(C)NC(C)=C(C(=O)OCC)C1C(=O)O	11.1%	1.3%[46.1 µM]	-0.7%	-6.0%	2.5%	5.9%[38.3 µM]	-4.7%	-4.3%
CCOc1ccc(S(=O)(=O)NCCCl)cc1	3.2%	-0.7%	-0.2%	i	4.7%	2.5%	.	-6.2%
O=C(CSc1nnc(-c2ccc(F)cc2)c2ccccc12)NCC1CCCO1 (stereo not given)	16.1%	-5.1%	-16.1%	-3.7%	2.3%	10.8%	-18.1%	11.6%
CCN(C(=O)CSc1nnc(C)n1Cc1ccccc1)C1CCS(=O)(=O)C1 (stereo not given)	-3.1%	9.9%	0.3%	-10.5%	1.4%	-4.6%	9.5%	0.4%
Cc1cc(-c2nn(-c3ccccc3F)cc2CN2CCC(C(N)=O)CC2)c(C)s1	4.8%	-10.8%	-0.5%	-6.3%	.	1.4%	.	2.3%
N#CC1=C(N)C(C#N)(C#N)[C@H](c2cccnc2)[C@H]2CN(C(=O)OCc3ccccc3)CC=C12	7.0%	-38.5%	?	-10.7%	3.2%	2.2%	-13.6%	?
Cc1ccc(C2=Nc3cccnc3C(c3ccccc3)=NN2)cc1	13.4%	-8.4%	-4.9%	i	-15.6%	1.0%	12.6µM*	0.5%
Cc1cc2nc(C3CCN(Cc4nnnn4Cc4cccs4)CC3)[nH]c2cc1C	5.7%	-9.1%[46.1 µM]	4.4%	i	-4.4%	28.6%[38.3 µM]	-16.0%	-1.0%

Some of the entries so far, in markdown:
| SMILES | GoLoco inh red | NPSR antagonist | KDM4E inh | RECQ1 inh | KinaseGlo FLuc | IMPase Li cell | SMN2 splice enh | Epigenetic reg |
| --- | --- | --- | --- | --- | --- | --- | --- | --- |
| O=C(CSC(=S)N1CCCCC1)N1N=CCC1c1ccccc1 (stereo not given) | 5.0% | -9.7%[46.1 µM] | 6.7% | i | -4.1% | 7.4%[38.3 µM] | -3.6% | 0.2% |
| OC[C@@H]1[C@@H](c2ccc(F)cc2)C(c2ccc(F)cc2)=NN1c1ccccc1 | 11.3%[88.7 µM] | . | . | -13.2%[81.1 µM] | 4.7%[39.9 µM] | -0.5% | . | -0.1% |
| CCOC(=O)C1=C(C)NC(C)=C(C(=O)OCC)C1C(=O)O | 11.1% | 1.3%[46.1 µM] | -0.7% | -6.0% | 2.5% | 5.9%[38.3 µM] | -4.7% | -4.3% |

Entries of single compounds, looked up by structure.
`OC[C@@H]1[C@@H](c2ccc(F)cc2)C(c2ccc(F)cc2)=NN1c1ccccc1` as listed: GoLoco inh red: 11.3%[88.7 µM]; NPSR antagonist: .; KDM4E inh: .; RECQ1 inh: -13.2%[81.1 µM]; KinaseGlo FLuc: 4.7%[39.9 µM]; IMPase Li cell: -0.5%; SMN2 splice enh: .; Epigenetic reg: -0.1%
`CCN(C(=O)CSc1nnc(C)n1Cc1ccccc1)C1CCS(=O)(=O)C1` (stereo not given) as listed: GoLoco inh red: -3.1%; NPSR antagonist: 9.9%; KDM4E inh: 0.3%; RECQ1 inh: -10.5%; KinaseGlo FLuc: 1.4%; IMPase Li cell: -4.6%; SMN2 splice enh: 9.5%; Epigenetic reg: 0.4%
